PERK inhibitor: block of dimerizer-induced PERK translation repression, primary screen, PERK inhibitor project, CHO PERK-DD cells, SEAP luminescence, HTS; CHO PERK-DD fusion, SEAP luminescence translation reporter; inhibition, % at 5.6 µM; actives 0.17% (n = 220,000); AID 1416, 2008;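 active = inhibition above the mean inhibition of all tested compounds plus 3 SD, set separately per screening campaign, cut at about 2.9% in these data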;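 also: PERK kinase domain activated by AP20187 dimerizer at 100 nM; 0% = DMSO with dimerizer and 100% = rapamycin at 8.4 µM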
Target sequence (Q9NZJ5 whole entry, looked up, the tested form may be a part): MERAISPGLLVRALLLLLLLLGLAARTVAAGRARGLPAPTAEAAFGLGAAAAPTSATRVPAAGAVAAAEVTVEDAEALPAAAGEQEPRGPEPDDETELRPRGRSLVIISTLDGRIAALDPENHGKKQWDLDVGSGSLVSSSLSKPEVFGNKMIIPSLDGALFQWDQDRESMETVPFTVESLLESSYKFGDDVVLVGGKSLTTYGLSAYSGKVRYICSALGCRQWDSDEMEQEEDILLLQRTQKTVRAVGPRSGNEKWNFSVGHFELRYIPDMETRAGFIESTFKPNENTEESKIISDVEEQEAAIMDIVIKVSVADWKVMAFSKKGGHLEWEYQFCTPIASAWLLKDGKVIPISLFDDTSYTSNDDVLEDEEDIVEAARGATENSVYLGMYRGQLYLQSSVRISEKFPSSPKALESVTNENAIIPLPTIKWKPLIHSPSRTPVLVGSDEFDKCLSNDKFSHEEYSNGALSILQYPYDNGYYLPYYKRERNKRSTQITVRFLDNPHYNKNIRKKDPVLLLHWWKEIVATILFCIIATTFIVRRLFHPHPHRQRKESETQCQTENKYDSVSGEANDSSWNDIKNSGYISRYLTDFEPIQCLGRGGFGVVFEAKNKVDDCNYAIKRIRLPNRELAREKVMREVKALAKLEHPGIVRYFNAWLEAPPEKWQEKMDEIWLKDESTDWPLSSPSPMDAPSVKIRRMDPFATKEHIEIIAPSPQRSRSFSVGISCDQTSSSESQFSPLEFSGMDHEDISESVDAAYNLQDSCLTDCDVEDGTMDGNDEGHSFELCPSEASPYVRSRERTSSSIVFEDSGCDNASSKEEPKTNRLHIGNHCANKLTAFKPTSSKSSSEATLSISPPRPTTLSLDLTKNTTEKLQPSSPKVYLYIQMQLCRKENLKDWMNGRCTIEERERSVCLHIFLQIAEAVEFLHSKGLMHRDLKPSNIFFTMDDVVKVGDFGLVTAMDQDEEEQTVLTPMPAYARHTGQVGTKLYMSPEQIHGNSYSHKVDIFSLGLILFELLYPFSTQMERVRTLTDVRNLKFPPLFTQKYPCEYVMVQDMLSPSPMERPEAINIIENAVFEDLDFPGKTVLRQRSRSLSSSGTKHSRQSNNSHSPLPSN
Rad51 HR inh: human RAD51 strand exchange inhibitors, primary screen, biochemical, fluorescence. DNA repair protein RAD51 homolog 1 (Homo sapiens), Q06609. hRad51 DNA strand exchange, fluorescence dequenching. inhibition, % at 10 µM. actives 0.085% (n = 200,000). AID 1385, 2008;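 active = inhibition above 40% at the single screening dose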;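 also: 0% = DMSO control wells and 100% = blanks with heterologous ssDNA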
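Test system – preformed human Rad51 ssDNA filaments · Reagent – Donor/quencher-labelled 47-bp dsDNA substrate · Incubation – 37 °C 15-min filament assembly, 30-min compound preincubation, 15-min exchange · Signal – FRET fluorescence dequenching, excitation 485 nm, emission 520 nm · Read-out – percent inhibition from fluorescence, normalised to plate control and blank means · Benchmarks – plate control and blank wells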
FXIa inh: human FXIa protease inhibitors, primary screen, biochemical, 1536-well | Coagulation factor XI (Homo sapiens), P03951 | purified FXIa, Boc-Glu-Ala-Arg-AMC fluorogenic substrate | inhibition, % at 5 µM | actives 0.14% (n = 220,000) | AID 798, 2007;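 active = inhibition of at least 40%; inactive = inhibition below 40%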;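 also: fluorescence of freed AMC excited at 355 nm; 0% = enzyme without compound and 100% = no enzyme blank; many of its hits are not listed in these tables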
m-calpain inh: inhibitors of pig calpain II, primary screen, biochemical, fluorogenic peptide substrate, 1536-well; purified calpain II, 30 min; inhibition, % at 16 µM; actives 0.37% (n = 220,000);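 active = inhibition above about 50%, limit read from the data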
KLK5 inh: human KLK5 protease inhibitors, primary screen, biochemical, 1536-well; Kallikrein-5 (Homo sapiens), Q9Y337; recombinant hK5, fluorogenic AMC substrate cleavage; inhibition, % at 5 µM; actives 0.59% (n = 210,000);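 active = inhibition of 40% or more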;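 also: 0% = enzyme controls without compound and 100% = no-enzyme blanks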
Thrombin inh: human alpha-thrombin inhibitors, primary screen, counter-screen for coagulation protease inhibitor project, biochemical, 1536-well, fluorogenic AMC substrate; Prothrombin (Homo sapiens), P00734; Boc-VPR-AMC fluorogenic substrate cleavage; inhibition, % at 5 µM; actives 0.26% (n = 220,000); AID 1046, 2008;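 active = inhibition at or above 40%; inactive = inhibition below 40%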;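 also: 0% = enzyme with no compound and 100% = wells without enzyme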
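Material: human alpha-thrombin enzyme / Medium: pH 7.5 Tris (50 mM) with NaCl 150 mM, Tween 20 0.05% / Compound: single-point dosing at 5 µM, 0.2% DMSO / Incubation: enzyme reaction carried out at room temperature / Detection: AMC fluorescence, 355/460 nm / Read-out basis: percent inhibition scaled between no-compound controls and no-enzyme blanks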
FXIIa inh 1536: human FXIIa protease inhibitors, primary screen, biochemical, 1536-well. Coagulation factor XII (Homo sapiens), P00748. purified FXIIa, Boc-QGR-AMC fluorogenic substrate, 2 h. inhibition, % at 5 µM. actives 0.3% (n = 220,000). AID 800, 2007; in the data active = inhibition above about 40%;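 also: 0% = enzyme with no compound and 100% = blank without enzyme; many of its hits are not listed in these tables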
Furin inh: human furin inhibitors, primary screen, biochemical, fluorescence intensity | inhibition, % at 30 µM | AID 463115, 2010 | purified furin, fluorogenic substrate cleavage | actives 0.061% (n = 220,000) | P09958; in the data active = inhibition above about 25%; also: inactives centre near -15
Cl transport mod: KCC2 cotransporter modulators, thallium flux, primary screen, cell-based, HEK293 KCC2, FluoZin-2 fluorescence, MLSMR | actives 2.2% (n = 190,000) | Solute carrier family 12 member 5 (Homo sapiens), Q9H2X9 | KCC2 cells, thallium flux FluoZin-2 fluorescence | AID 1456, 2008 | B-score of Tl+ flux slope (higher = more flux/activation; lower = inhibition) at 10 µM;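 active = thallium flux slope and its plate-corrected score both differing from the plate sample mean at a set confidence after two filtering rounds, in either direction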;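 also: slope of fluorescence scaled to starting intensity during 10 to 20 s after thallium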
The depositor's hits bear a star; . = no result given; [ ] = remark or other dose. A portion of the library; count on the stated rates, not on these rows.

SMILES	PERK inhibitor	Rad51 HR inh	FXIa inh	m-calpain inh	KLK5 inh	Thrombin inh	FXIIa inh 1536	Furin inh	Cl transport mod
C=CCc1cccc2cc(C(=O)N3CCN(C(=O)OCC)CC3)c(=O)oc12	-0.4	-2	-1	3	5	7	-2	3[20 µM]	-0.84
CN1CCCCc2c1nc1ccccc1c2N (tested in a mixture with another compound)	-0.5	2	-4	-74	-6	-5	13	-16	-0.23
CC(C)=C(NC(=O)c1ccccc1)C(=O)N/N=C/c1ccc(O)cc1	0.8	-6	-4	4	-10	-4	4	-8	0.2
CC1(C)NC(=O)N(CC(=O)O)C1=O	0.4	-3	-9	28	2	-6	-10	-18[20 µM]	0.39
O=C(c1cncs1)N1CCCC(CNS(=O)(=O)c2cccs2)C1 (stereo unspecified)	-0.1	6	-1	7	2	-8	4	-7	-0.27
COc1ccccc1CNC(=O)CSc1nc2ccccc2c(=O)n1CCCN1CCOCC1	0.4	17	1	-13	-1	2	13	-21	-0.68
CCOc1cc(NC(=O)CCl)c(OCC)cc1NC(=O)CCl	0.5	20	0	3	-2	2	12	-27	0.92
Cc1ccc(CNc2nc3ccccc3s2)s1	-0.4	-9	-5	-9	6	-1	-7	-4[20 µM]	-0.81
Cc1ccc(-n2ncc(C(=O)Nc3cc(Cl)ccc3C)c2C2CCNCC2)cc1C	0.2	0	1	-9	-2	-7	4	-29	-0.72
CS(=O)(=O)NCCSc1nnnn1-c1ccccc1	1.0	.	4	26	-35	6	9	-10[20 µM]	-0.062
Cc1nn(C)c(Cl)c1NC(=O)OCc1ccc(Cl)cc1Cl	-0.3	.	-2	-18	2	-3	10	-12	-2.3
COC(=O)c1ccccc1NC(=O)/C=N/O	0.6	.	5	-22	-2	-5	14	-16[20 µM]	0.7
CC(=O)Nc1ccc(NC(=O)CSc2nnc(-c3ccco3)o2)cc1	0.2	-5	-1	10	-6	.	5	1	-0.0025
Cc1ccc(O)c(C(CC(=O)NC(C)C)c2ccccc2)c1 (stereo unspecified)	-0.1	3	-1	10	-9	1	2	-10	0.058
COc1ccc(-c2c(C)c3ccc(OCC(C)=O)cc3oc2=O)cc1	0.6	-18	1	-307	0	1	4	-25	-1.7
CCOC(=O)c1ccccc1NC(=O)CSc1ccccc1	0.8	11	1	21	-10	-2	10	-20[20 µM]	-0.22
O=C1NC(=S)S/C1=C1\Sc2ccccc2N1CCCS(=O)(=O)O	0.5	-4	10	1	10	4	11	22	.
O=C(Nc1ccccc1C(=O)NCc1ccco1)NC1CCCCC1	-0.4	1	3	-2	-3	3	17	-15	.
O=[N+]([O-])c1ccc(-c2nn(-c3ccccc3)cc2/C=N/n2c(-c3ccncc3)n[nH]c2=S)cc1	1.5	15	6	-8	7	3	9	-26	-0.013
CCN(CC)S(=O)(=O)c1c(Br)cc(C)cc1Br	0.4	.	-10	17	-4	-4	-3	-25[20 µM]	-0.1
CCOC(=O)c1nc(Nc2ccc(C(C)=O)cc2)c2ccccc2n1	0.4	5	0	3	0	1	4	-8	0.12
COC(=O)Cc1ccc(NC(=S)NCc2ccco2)cc1	0.3	8	1	2	3	1	9	-18	0.52
CCOC(=O)C1=C(C)N(C)C(=S)NC1c1cc(OC)ccc1OC (stereo unspecified)	0.2	-11	-3	11	-1	0	3	-27	-1.9
O=C(CN1CCCCC1)Nc1ccccc1Cl	0.8	-1	-1	5	4	-7	8	-25	-0.41
CCOC(=O)C1(C(C)(C)CC)CC(CSc2nc3ccccc3[nH]2)OC1=O (stereo unspecified)	-0.6	0	4	7	-6	3	7	-22[20 µM]	0.072

Retrieved one by one from above:
SMILES	PERK inhibitor	Rad51 HR inh	FXIa inh	m-calpain inh	KLK5 inh	Thrombin inh	FXIIa inh 1536	Furin inh	Cl transport mod
COC(=O)Cc1ccc(NC(=S)NCc2ccco2)cc1	0.3	8	1	2	3	1	9	-18	0.52
O=C(c1cncs1)N1CCCC(CNS(=O)(=O)c2cccs2)C1 (stereo unspecified)	-0.1	6	-1	7	2	-8	4	-7	-0.27

7 compounds from above, ordered by the value under PERK inhibitor, falling.
smiles	PERK inhibitor	FXIa inh	m-calpain inh	KLK5 inh	FXIIa inh 1536	Furin inh	Cl transport mod
CCOC(=O)c1ccccc1NC(=O)CSc1ccccc1	0.8	1	21	-10	10	-20[20 µM]	-0.22
COC(=O)c1ccccc1NC(=O)/C=N/O	0.6	5	-22	-2	14	-16[20 µM]	0.7
CCOc1cc(NC(=O)CCl)c(OCC)cc1NC(=O)CCl	0.5	0	3	-2	12	-27	0.92
COc1ccccc1CNC(=O)CSc1nc2ccccc2c(=O)n1CCCN1CCOCC1	0.4	1	-13	-1	13	-21	-0.68
O=C(c1cncs1)N1CCCC(CNS(=O)(=O)c2cccs2)C1 (stereo unspecified)	-0.1	-1	7	2	4	-7	-0.27
O=C(Nc1ccccc1C(=O)NCc1ccco1)NC1CCCCC1	-0.4	3	-2	-3	17	-15	.
CCOC(=O)C1(C(C)(C)CC)CC(CSc2nc3ccccc3[nH]2)OC1=O (stereo unspecified)	-0.6	4	7	-6	7	-22[20 µM]	0.072

Back to the main list with the six entries that preceded the break.
SMILES	PERK inhibitor	Rad51 HR inh	FXIa inh	m-calpain inh	KLK5 inh	Thrombin inh	FXIIa inh 1536	Furin inh	Cl transport mod
CCN(CC)S(=O)(=O)c1c(Br)cc(C)cc1Br	0.4	.	-10	17	-4	-4	-3	-25[20 µM]	-0.1
CCOC(=O)c1nc(Nc2ccc(C(C)=O)cc2)c2ccccc2n1	0.4	5	0	3	0	1	4	-8	0.12
COC(=O)Cc1ccc(NC(=S)NCc2ccco2)cc1	0.3	8	1	2	3	1	9	-18	0.52
CCOC(=O)C1=C(C)N(C)C(=S)NC1c1cc(OC)ccc1OC (stereo unspecified)	0.2	-11	-3	11	-1	0	3	-27	-1.9
O=C(CN1CCCCC1)Nc1ccccc1Cl	0.8	-1	-1	5	4	-7	8	-25	-0.41
CCOC(=O)C1(C(C)(C)CC)CC(CSc2nc3ccccc3[nH]2)OC1=O (stereo unspecified)	-0.6	0	4	7	-6	3	7	-22[20 µM]	0.072
CSC(=S)N/N=C/c1ccc(N(C)C)cc1	1.3	3	6	-22	-14	-23	6	-36	61*
CCn1c(SCC(=O)OCC(=O)N2c3ccccc3NC(=O)C2(C)C)nnc1-c1ccco1	0.4	-3	5	-31	-18	-3	2	-23	-0.88
O=C(Nc1ccccc1[N+](=O)[O-])c1cncc(Br)c1	0.6	13	-2	-23	0	9	9	-32	0.47
Cc1ccc[n+](/C(C(=S)NCc2ccco2)=C(/[O-])c2ccccc2Cl)c1	0.0	6	-6	2	-3	-1	9	-4[20 µM]	1.7
O=C(NC1=NCCS1)C1COc2ccccc2O1 (stereo unspecified)	0.8	2	0	-25	-11	-3	7	-16	.
CC(C)(C)c1ccc(S(=O)(=O)O/N=C2/CCCCC2c2ccc([N+](=O)[O-])cc2[N+](=O)[O-])cc1 (stereo unspecified)	0.3	-2	-3	-43	-15	-15	-14	-17[20 µM]	-1.4
Cc1nc(NC(=O)CCC(=O)O)sc1C(=O)N(C)C	-0.1	-3	-8	0	-6	-6	0	-30	1.2
CCNc1nc2[nH]c(=O)c3c(c2s1)OC(N)=C(C#N)C3c1ccc(C)cc1 (stereo unspecified)	0.8	-13	4	-17	-12	4	14	-8[20 µM]	.
CC(C)Nc1cc(C(F)(F)F)nc(-c2ccccn2)n1	0.0	-2	4	-8	-21	-1	16	-17[20 µM]	-0.053
COc1cc(OC)c(NC(=S)NCc2ccccc2)cc1Cl	1.4	.	2	1	.	-2	12	-29	-0.34
Cc1cc2ncn(C(=O)c3c(-c4ccccc4Cl)noc3C)c2cc1C	-0.2	0	3	-12	7	7	16	-9	0.76
Cc1nnc(SCC(=O)NC(=O)NCc2ccco2)s1	-0.4	-2	-1	1	3	-3	7	-24	0.015
c1ccc(CCNc2nc(-c3ccncc3)nc3ccccc23)cc1	-0.8	.	7	-27	0	-13	1	-15	-0.018
COc1ccc(NC(=O)CSc2nnc(C(C)C)n2N)cc1	0.7	8	9	-10	-3	1	26	-20[20 µM]	.
COc1ccc2nc(NC(=O)CCNC(=O)c3ccccc3Cl)sc2c1	0.9	3	3	41	4	-5	11	-18	-0.81
COC(=O)c1ccc(NC(=O)Nc2ccc(F)c(Cl)c2)cc1	0.5	-3	6	12	8	0	11	-4[20 µM]	0.08
CCCCC1=CC2=CC(=O)C(C)(OC(=O)CC)C(=O)C2=CN1CCCOC(C)C (stereo unspecified)	.	-7	3	-57	0	-2	8	-10	-1.3
Nc1nc(NCC2CCCO2)nc(Nc2ccc(Cl)cc2)c1[N+](=O)[O-] (stereo unspecified)	1.0	25	2	-17	3	-3	11	-19	1
Cc1ccc(NC(=O)CN2C(=O)NC(Cc3c[nH]c4ccccc34)C2=O)cc1S(=O)(=O)N1CCCCC1 (stereo unspecified)	-0.1	.	2	-34	-12	-4	4	-17	-0.033
Cc1nc(C)c(-c2ccn(C(=O)NC(C)C)n2)s1	-0.1	9	0	-13	8	-6	0	-27	-0.16
O=C(CCc1nc(-c2ccccc2F)no1)NCCN1CCc2ccccc2C1	-0.7	4	0	-4	10	-6	5	-2[20 µM]	0.11
Cc1ccccc1Cc1ccc(Cl)nn1	1.5	-1	-4	-13	0	-7	7	-27	-0.015
Clc1ccc(-c2nnn(Cc3nc4ccccc4s3)n2)cc1	1.5	0	0	-8	-11	-2	9	-9	.
CCC(=O)Nc1ccc(Oc2ccc3c(c2)C(=O)NC3=O)cc1	0.0	-3	3	1	4	-3	16	-32[20 µM]	-1.1
CCOC(=O)Nc1sc(C)c(C)c1C(=O)OCC	0.0	8	-4	18	-7	-7	3	-1	0.046
O=C(C1CC1)N1CCc2cc(S(=O)(=O)N3CCCc4ccccc43)ccc21	0.3	3	-33	7	4	-7	-4	-25	.
CCCCNC(=O)C1CC(=O)N(C2CCCC2)C1 (stereo unspecified)	0.0	-2	3	-30	-6	1	17	-6[20 µM]	0.6
